# From PubChem BioAssay
# V1aR counter – counter-screen for oxytocin receptor agonists: human V1a receptor agonists; activation, % at 3 µM; P37288; 0.25% of 320,000 active; CHO-V1R cells, Fluo-8 calcium fluorescence, agonist mode; 0% DMSO, 100% 3 nM vasopressin; AID 2797;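 active = activation above the mean activation of all tested compounds plus 3 SD, per screening run, cut at about 20% in these data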;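 note: signal is peak over basal fluorescence ratio across a 100 second FLIPR read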
# Target sequence (P37288 whole entry, looked up): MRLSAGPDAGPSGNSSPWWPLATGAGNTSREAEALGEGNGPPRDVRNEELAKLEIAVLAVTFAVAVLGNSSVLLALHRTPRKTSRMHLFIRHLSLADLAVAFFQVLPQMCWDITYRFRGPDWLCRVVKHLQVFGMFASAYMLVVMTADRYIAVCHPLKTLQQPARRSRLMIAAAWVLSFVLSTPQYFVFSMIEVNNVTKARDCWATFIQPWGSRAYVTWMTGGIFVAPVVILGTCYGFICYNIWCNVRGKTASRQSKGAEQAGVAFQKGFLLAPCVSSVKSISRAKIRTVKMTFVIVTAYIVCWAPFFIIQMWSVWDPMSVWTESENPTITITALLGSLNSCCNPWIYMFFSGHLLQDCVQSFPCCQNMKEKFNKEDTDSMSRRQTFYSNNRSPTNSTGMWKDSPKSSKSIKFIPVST
# OXTR ag – activates the human oxytocin receptor; P30559; CHO-OTR cells, Fluo-8 calcium fluorescence; normalized: DMSO 0%, oxytocin 100%; activation, % at 3 µM; 0.32% of 320,000 active; AID 2435;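 active = activation above the mean of all tested compounds plus 3 SD, cutoff set per screening run, cut at about 20% in these data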;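 note: peak over basal fluorescence ratio from a 100 s FLIPR kinetic read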
# GPR7 antag – human neuropeptides B/W receptor 1 antagonism. GPR7-expressing cells, fluorescence antagonist assay. inhibition, % at 4.4 µM. 1.1% of 290,000 active. AID 1861; in the data active = inhibition above about 16%, passing the limit was not always enough;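 note: cells stimulated with the agonist NPW; 0% = agonist with vehicle and 100% = vehicle without agonist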
# MEKK3 PB1 HTS – modulators (inhibitors or enhancers) of MEK5 binding to human MEKK3 PB1 domain; 1.4% of 290,000 active; binding response (% of control), % at 10 µM; Q99759; AID 1529; bead-based flow cytometry, Alexa488-MEK5 binding to MEKK3; actives lie on both sides; 0 = blocked by unlabeled MEK5, 100 = vehicle;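 active = binding response more than 3 SD above or below the average of its plate-row segment, actives on both sides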;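 note: Alexa488 bead fluorescence after subtracting the streptavidin-only scavenger bead signal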
# Target sequence (Q99759 whole entry, looked up, the tested form may be a part): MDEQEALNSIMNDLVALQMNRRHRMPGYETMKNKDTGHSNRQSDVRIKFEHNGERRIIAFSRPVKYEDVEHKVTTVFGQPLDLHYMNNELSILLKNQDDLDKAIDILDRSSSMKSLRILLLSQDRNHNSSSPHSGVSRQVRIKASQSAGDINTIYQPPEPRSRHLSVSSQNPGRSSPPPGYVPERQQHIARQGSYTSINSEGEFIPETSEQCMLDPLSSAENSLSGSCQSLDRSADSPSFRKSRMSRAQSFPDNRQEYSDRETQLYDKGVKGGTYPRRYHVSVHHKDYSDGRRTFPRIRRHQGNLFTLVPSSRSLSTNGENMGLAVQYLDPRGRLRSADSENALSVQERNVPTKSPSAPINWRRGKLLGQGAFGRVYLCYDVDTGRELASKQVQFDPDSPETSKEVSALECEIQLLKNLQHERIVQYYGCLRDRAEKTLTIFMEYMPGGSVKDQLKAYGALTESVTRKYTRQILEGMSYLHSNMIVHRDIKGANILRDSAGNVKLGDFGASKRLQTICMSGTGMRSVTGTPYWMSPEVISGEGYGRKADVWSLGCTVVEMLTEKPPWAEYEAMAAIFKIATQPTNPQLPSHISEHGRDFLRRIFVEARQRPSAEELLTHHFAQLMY
# NALP1 yeast inh – NALP1 inhibition; inhibition, % at 10 µM; 0.61% of 280,000 active; S. cerevisiae NALP1/ASC/caspase-1 growth, X-gal OD620, 72 h; in the data active = inhibition mostly above about 24%, no sharp cut-off; inactive = mostly below about 32%; note: some compounds called inactive have numbers as strong as hits
# PHOSPHO1 block – inhibitors of human PHOSPHO1 phosphatase; Q8TCT1; recombinant PHOSPHO1, absorbance phosphatase assay; inhibition, % at 13.3 µM; 1.1% of 290,000 active; in the data active = inhibition above about 60%
# GalR3 antag – antagonists of human GalR3 | HEK293 GalR3-CNG cAMP membrane potential fluorescence; galR3 body fused to GalR1 C-terminus | inhibition, % at 3 µM | 0.44% of 360,000 active;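 active = inhibition above the screen-wide average plus 3 SD, cut at about 13% in these data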;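 note: forskolin and galanin both at EC90 stimulate the cells; cAMP rise reported by CNG channel membrane potential dye signal; 0% = forskolin plus galanin with DMSO and 100% = forskolin alone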
# MEKK2 WT-MEK5 – raises or lowers MEK5 binding to wildtype human MEKK2 PB1 domain | binding response (% of control), % at 10 µM | bead flow cytometry, Alexa488-MEK5 binding to MEKK2 WT; actives lie on both sides | 1.1% of 290,000 active | Q9Y2U5; in the data active = binding response below about 67% or above about 130%
# MEKK2mut PB1 HTS – signal of MEK5 binding to mutant human MEKK2 PB1 domain | bead flow cytometry, Alexa488-MEK5 binding to MEKK2 mutant | AID 1530 | 0.35% of 290,000 active | percent response, % at 10 µM; in the data active = percent response above about 24%, passing the limit was not always enough; note: inactives centre near 1; some results filed as inactive read as strong as hits; reference of the scale not given here
# Numbers without * were called inactive; / = no result given.
# Results follow in this order: V1aR counter, OXTR ag, GPR7 antag, MEKK3 PB1 HTS, NALP1 yeast inh, PHOSPHO1 block, GalR3 antag, MEKK2 WT-MEK5, MEKK2mut PB1 HTS
- CC1Cc2cc(/C(O)=C3/C(=O)C(=O)N(CCN4CCOCC4)C3c3ccc([N+](=O)[O-])cc3)ccc2O1 (configuration not stated)
→ -0.4, -0.9, -12, 101, 6, 38, 0, 99, -1
- Cc1cc2ncn(CCOc3ccccc3)c2cc1C
→ 0.6, 0.8, -5, /, 15, -7, -6, /, /
- O=C(CSc1nnc(-c2cccnc2)o1)NNC(=O)c1ccc(Br)cc1
→ 0.6, 0.8, -7, 92, /, 37, 7, 94, -26
- Cc1nnc(NC(=O)c2ccc(S(=O)(=O)N3CC(C)CC(C)C3)cc2)o1 (configuration not stated)
→ 0.0, -1.3, 5, 108, -5, 31, -8, 108, 10
- COc1ccc(NC(=O)c2ccc(S(=O)(=O)N3CCOCC3)cc2)c(OC)c1
→ 3.9, 0.3, 3, 87, 30, 7, -4, 90, -9
- COc1cc(NS(=O)(=O)c2csc(C(N)=O)c2)cc(OC)c1
→ 0.4, 0.6, -7, 107, 22, 46, -12, 105, 7
- CCCCC(C(=O)O)C(C)CC(=O)Nc1cccc(C(=O)O)c1 (configuration not stated)
→ 0.5, 1.4, -7, 106, -4, 15, -3, 106, 5
- CC1CC(C)CN(S(=O)(=O)N2CCCC(C(=O)NCc3ccccc3Cl)C2)C1 (configuration not stated)
→ -0.8, -1.1, -7, 102, 5, 16, 0, 97, 2
- CC(C)OC(=O)CCCN1C(=O)c2ccc(N)cc2C1=O
→ 0.7, -0.6, 9, /, 10, 16, -2, /, /
- O=C(O)c1ccccc1-c1ccccc1C(=O)NNc1ccc([N+](=O)[O-])cc1
→ -0.3, 0.7, 5, 95, /, 27, 5, 102, -13
- COc1cc(C(=O)OCc2ccc(C)cc2)cc(NC(=O)c2cccs2)c1OC
→ -0.3, -1.2, -5, 102, 28, -25, -4, 99, -1
- Cn1c(=O)c2c(nc(Cc3ccccc3)n2C)n(C)c1=O
→ 0.1, 1.3, -1, 103, 16, 21, -6, 102, 2
- COc1cccc(C2C(C(N)=O)=C(C)Nc3nc(CCCO)nn32)c1OC (configuration not stated)
→ -0.1, 4.4, -14, 109, -3, -24, 3, 110, 9
- O=C(CCNC(=O)Cn1ccc2ccccc2c1=O)NCc1ccc(F)cc1Cl
→ 1.2, -1.3, 1, 101, 6, 12, 1, 94, -5
- CCOc1cc(NS(C)(=O)=O)c(OCC)cc1NC(=O)c1cccs1
→ -0.3, 0.4, 6, 95, 9, -1, -5, 91, -6

# 3 entries drawn at random from the list so far, as already listed:
# Results follow in this order: V1aR counter, OXTR ag, GPR7 antag, MEKK3 PB1 HTS, NALP1 yeast inh, PHOSPHO1 block, GalR3 antag, MEKK2 WT-MEK5, MEKK2mut PB1 HTS
- Cc1nnc(NC(=O)c2ccc(S(=O)(=O)N3CC(C)CC(C)C3)cc2)o1 (configuration not stated)
→ 0.0, -1.3, 5, 108, -5, 31, -8, 108, 10
- Cc1cc2ncn(CCOc3ccccc3)c2cc1C
→ 0.6, 0.8, -5, /, 15, -7, -6, /, /
- O=C(O)c1ccccc1-c1ccccc1C(=O)NNc1ccc([N+](=O)[O-])cc1
→ -0.3, 0.7, 5, 95, /, 27, 5, 102, -13

# Later entries.
# Results follow in this order: V1aR counter, OXTR ag, GPR7 antag, MEKK3 PB1 HTS, NALP1 yeast inh, PHOSPHO1 block, GalR3 antag, MEKK2 WT-MEK5, MEKK2mut PB1 HTS
- Fc1ccc(-c2cc(-c3cccs3)cc(-c3ccccc3)n2)cc1
→ 1.5, 0.5, -11, 98, 10, -23, 6, 96, -1
- O=C(Cn1ccc2ccccc2c1=O)NCC(=O)N1CCCCC1
→ -0.8, 0.7, 0, 103, 13, 13, -8, 103, 0
- O=[N+]([O-])c1ccc(Cl)c(/C=N/N2CCN(C3c4ccccc4-c4ccccc43)CC2)c1
→ /, /, -3, 102, -4, 9, -1, 105, 9
- O=C(CSc1nnc(-c2ccc(Cl)cc2)n1CC1CCCO1)NC1CCS(=O)(=O)C1 (configuration not stated)
→ 0.9, 0.8, -6, 101, 3, -5, -7, 101, 0
- Clc1ccc(CN2CCN(c3ncccn3)CC2)cc1Cl
→ 0.2, -2.4, -2, 110, -13, /, -3, 106, 2
- COC(=O)/C=C(\C)NC(=O)c1cccs1
→ -1.1, -0.4, 0, 91, 13, -36, -5, 95, -7
- CCOC(=O)c1[nH]c(C)c(C(=O)N2CCN(c3cccc(Cl)c3)CC2)c1C
→ 3.5, 0.2, 2, 113, -1, -1, -7, 117, 7
- CC(C)C(=O)Nc1sc2c(c1-c1nc3ccccc3[nH]1)CCCC2
→ -1.8, -2.5, -10, 88, -3, 104*, -6, 92, -8
- Cc1cc(C)nc(N2CCCC(C(=O)NC3CCCC3)C2)n1 (configuration not stated)
→ -1.0, -0.8, 11, 102, -2, -2, -6, 109, 3
- O=C(O)CC(NC(=O)COc1ccccc1)c1cccc([N+](=O)[O-])c1 (configuration not stated)
→ 0.8, 0.2, -17, 97, 17, -1, 2, 97, -4
- CCC(C)[C@H]1COCCS(=O)(=O)N1Cc1ccc(C)cc1 (some centres not stated)
→ -2.0, -2.0, -1, 103, 13, -2, -6, 99, -5
- COCCNC(=O)/C(C#N)=C/c1c(F)cccc1Cl
→ -0.2, -0.7, -14, 96, -27, -11, -2, 89, -7
- Cn1c(=O)[nH]c(=O)c2c1nc(CN1CCN(c3ccccc3F)CC1)n2CC(N)=O
→ -0.3, 0.2, -5, 105, 3, 0, 3, 104, 8
- COC(=O)c1sccc1-n1cccc1C(=O)C(=O)N1CC(C)OC(C)C1 (configuration not stated)
→ 3.1, 1.9, -11, 97, 10, 9, -1, 100, 7
- O=C(N/N=C/c1cccn1-c1ccc([N+](=O)[O-])cc1)c1cccnc1
→ -0.5, -1.6, -9, 109, /, 32, 4, 104, 7
- O=C(Cn1cccc1C(=O)c1ccccc1)NCc1ccco1
→ -1.4, -0.8, -1, 102, 5, 11, -2, 105, 7
- O=S(=O)(Nc1ccc2c(c1)OCCO2)c1c(F)cccc1F
→ 1.9, 1.9, 3, 100, 9, 6, -10, 98, -1
- O=C1C=C(c2cccc(O)c2)CCC1
→ 0.8, -0.2, /, 101, /, /, -6, 99, -1
- COc1ccc(S(=O)CC(=O)Nc2ccc(Cl)cc2Cl)cc1 (configuration not stated)
→ -0.2, -0.5, -13, 106, 4, 46, 2, 107, 8
- CC(C(=O)Nc1ccccc1)C(=O)Nc1ccccc1
→ 0.3, 1.4, -2, 106, 12, 18, -10, 105, 0
- CC(C)(C)c1ccc(C(=O)N2CCCCCC2=O)cc1
→ 3.4, 0.3, -2, 99, -5, -7, -2, 99, 1
- O=C(NCc1ccccc1Cl)c1ccccc1CCc1ccccc1
→ 2.7, -0.1, -7, 108, 25, 7, -2, 107, 1
- CC1CC(=O)N(c2ccc(C(C)C)cc2)C(=O)C1
→ 1.6, -0.1, 2, 100, 10, -8, -6, 96, -8
- Cc1c(NC(=O)/C(C#N)=C/C2CC=CCC2)c(=O)n(-c2ccccc2)n1C (configuration not stated)
→ 1.9, 1.0, 1, /, 10, 5, 2, /, /
- COc1c(/C=N/NC(=O)[C@H]2C[C@@H]2c2ccccc2)c(CCN(C)C(C)=O)cc2c1OCO2
→ -0.4, -2.2, -4, 104, /, 46, 1, 101, 13
- CCCCCOc1ccc(C(=O)N(Cc2ccco2)C2CCS(=O)(=O)C2)cc1 (configuration not stated)
→ 2.6, 0.6, 3, 99, 18, 19, -3, 103, 7
- COc1ccc(CNC(=O)COC(=O)C2CCN(S(=O)(=O)c3ccccc3C(F)(F)F)CC2)cc1
→ 9.9, 3.6, -6, 90, 12, -7, -9, 92, -2
- O=C(CSc1nnc(-c2ccc(Cl)cc2)n1Cc1ccco1)NCc1ccc2c(c1)OCO2
→ -0.8, -1.5, 34*, 93, 18, -3, -5, 103, 4
- COc1ccccc1-c1nc2c(c(SCC(=O)N3CCCCC3)n1)Cc1c(CO)cnc(C)c1O2
→ 3.3, 0.2, -11, 103, 1, 48, -8, 102, 0
- O=C(NCC(=O)N(c1cccnc1)C(C(=O)NC1CCCCC1)c1ccccc1)c1ccco1 (configuration not stated)
→ -0.1, 0.6, 1, 99, 18, 26, -6, 97, -2

# The closing 4 records of the section above lead into the next:
# Results follow in this order: V1aR counter, OXTR ag, GPR7 antag, MEKK3 PB1 HTS, NALP1 yeast inh, PHOSPHO1 block, GalR3 antag, MEKK2 WT-MEK5, MEKK2mut PB1 HTS
- COc1ccc(CNC(=O)COC(=O)C2CCN(S(=O)(=O)c3ccccc3C(F)(F)F)CC2)cc1
→ 9.9, 3.6, -6, 90, 12, -7, -9, 92, -2
- O=C(CSc1nnc(-c2ccc(Cl)cc2)n1Cc1ccco1)NCc1ccc2c(c1)OCO2
→ -0.8, -1.5, 34*, 93, 18, -3, -5, 103, 4
- COc1ccccc1-c1nc2c(c(SCC(=O)N3CCCCC3)n1)Cc1c(CO)cnc(C)c1O2
→ 3.3, 0.2, -11, 103, 1, 48, -8, 102, 0
- O=C(NCC(=O)N(c1cccnc1)C(C(=O)NC1CCCCC1)c1ccccc1)c1ccco1 (configuration not stated)
→ -0.1, 0.6, 1, 99, 18, 26, -6, 97, -2
- C/C(Cc1ccccc1)=N/NC(=O)CCCC(=O)N/N=C(/C)Cc1ccccc1
→ 0.1, -0.3, -2, 123, 1, 2, -4, 107, 0
- COCCn1c(SCC(=O)Nc2cccc(C)c2)nnc1C(C)C
→ 0.2, 0.0, -6, 106, -7, 1, -2, 105, 2
- O=C(CNC(=O)c1ccc(Br)cc1)NCC(=O)OCC(=O)c1ccc([N+](=O)[O-])cc1
→ 3.4, 0.8, -2, 94, 22, 1, -5, 94, -3
- COc1ccc(NC(=O)CSc2nc3c(c(=O)n2-c2ccc(C)cc2)SCC3)c(OC)c1
→ -0.6, -1.6, -1, 87, 4, -2, 3, 95, -3
- CC1CN(C(=O)CN2C(=O)NC(C)(c3ccccc3)C2=O)CC(C)O1 (configuration not stated)
→ -0.3, 0.2, -3, 104, 9, -29, -7, 103, 5
- CCC(C)(C)n1nnnc1C(c1cccc(C#N)c1)N1CCN(c2cc(C)ccc2C)CC1 (configuration not stated)
→ 0.6, 0.1, /, 101, 16, -4, -7, 99, 0
- CCCCCCNC(=O)c1c(O)c2cccc3c2n(c1=O)CCC3
→ -0.6, -0.3, -13, 85, -3, -60, -3, 94, -6
- Cc1nc2ccccc2n1CC(=O)NCCN1CCCC1
→ -0.2, 0.8, -14, 104, -3, -17, -6, 113, 5
- O=C(CN1CCN(Cc2ccc(F)cc2)CC1)Nc1nc2ccccc2s1
→ 4.4, 2.6, -10, 108, 21, 25, -12, 123, 17
- CCOC(=O)c1c(C)[nH]c(C(=O)COC(=O)c2cnc(C)cn2)c1C
→ 2.6, 1.9, -19, 108, 14, 0, 2, 104, 7
- COc1cccc(NC2=C(Cl)C(=O)OC2OC(=O)c2ccco2)c1 (configuration not stated)
→ 1.1, 1.3, -13, 100, 50, -26, 0, 91, -5
- COCCNC(=O)Cn1c(=O)n(Cc2ccc(C(=O)NCc3ccco3)cc2)c(=O)c2ccccc21
→ -0.3, -0.9, -9, 105, 7, -3, 0, 108, 1
- CC(=NCCN1CCN(C(C)=C2C(=O)c3ccccc3C2=O)CC1)C1=C(O)CC(C)(C)CC1=O
→ -0.2, -2.1, -12, 97, 31, -4, 3, 99, -3
- CC(C)CNS(=O)(=O)c1ccc(CCC(=O)N2CCC(C(N)=O)CC2)cc1
→ -1.0, 0.4, -10, 100, -15, 15, -8, 101, 3
- O=C(N/N=C\c1ccc(Cl)s1)C1COc2ccccc2O1 (configuration not stated)
→ 0.9, 0.9, 14, 86, /, 3, -5, 89, -18
- COc1ccc(OC)c(-n2c(-c3cc(-c4ccc(F)cc4)n[nH]3)n[nH]c2=S)c1
→ 0.8, 0.1, -11, 109, 9, 91*, 15*, 108, 5

# This is a random part of the collection; any-hit rate near 5.4%.
